phage Ecoli inh: E. coli growth loss with phage present | growth absorbance | inhibition, % at 11.9 µM | 360,000 compounds, 0.26% hits | AID 651602; in the data active = inhibition above about 11%
AddAB inh: less growth of phage-infected E. coli with AddAB. E. coli expressing H. pylori AddAB, absorbance growth. inhibition, % at 11.9 µM. 330,000 compounds, 0.29% hits. AID 435030; in the data active = inhibition above about 12%;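 also: 0% = vehicle wells of infected cells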
Pemphigus Ab inh: blocks pemphigus antibody binding to human desmoglein-3. P32926. DSG3-coupled beads, scFv-anti-DSG3-GFP binding, flow cytometry; active compounds read low. binding (percent of control), % at 10 µM. 310,000 compounds, 0.48% hits. AID 588358;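 active = binding more than 3 SD below its plate's average and above zero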;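 also: hits lower antibody fragment binding to DSG3; some compounds called inactive have numbers as strong as hits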
HTR5A ag: activates human HTR5A in OPRM1-OPRD1 agonist counter-screen; P47898; activation, % at 9.3 µM; HTR5A agonist assay, luminescence, cell-based; 340,000 compounds, 0.61% hits; in the data active = activation mostly above about 9.5%, no sharp cut-off; inactive = mostly below about 7.6%;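 also: 0% = cells with vehicle only and 100% = reference agonist; strong numbers were not always called active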
MOR-DOR inv ag: mu-delta opioid heterodimer inverse agonism | P35372+P41143 | cell-based MOR-DOR heterodimer luminescence | inhibition, % at 9.3 µM | 340,000 compounds, 0.21% hits; in the data active = inhibition above about 22%, passing the limit was not always enough;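 also: 0% = cells with DMSO and 100% = wells without cells with DMSO; values of inactives mirror those of a sister screen read the other way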
Target sequence (P35372 whole entry, looked up): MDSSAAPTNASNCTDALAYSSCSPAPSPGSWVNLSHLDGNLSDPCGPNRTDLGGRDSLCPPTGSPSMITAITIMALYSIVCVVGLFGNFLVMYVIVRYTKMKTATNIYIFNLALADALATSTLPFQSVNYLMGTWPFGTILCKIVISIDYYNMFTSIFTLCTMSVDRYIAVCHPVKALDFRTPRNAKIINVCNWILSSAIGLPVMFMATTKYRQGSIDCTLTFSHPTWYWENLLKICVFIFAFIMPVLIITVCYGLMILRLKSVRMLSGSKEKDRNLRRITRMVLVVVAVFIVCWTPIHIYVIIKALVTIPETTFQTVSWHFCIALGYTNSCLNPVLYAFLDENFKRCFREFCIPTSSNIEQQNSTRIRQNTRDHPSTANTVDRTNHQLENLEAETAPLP
Target sequence (P41143 whole entry, looked up): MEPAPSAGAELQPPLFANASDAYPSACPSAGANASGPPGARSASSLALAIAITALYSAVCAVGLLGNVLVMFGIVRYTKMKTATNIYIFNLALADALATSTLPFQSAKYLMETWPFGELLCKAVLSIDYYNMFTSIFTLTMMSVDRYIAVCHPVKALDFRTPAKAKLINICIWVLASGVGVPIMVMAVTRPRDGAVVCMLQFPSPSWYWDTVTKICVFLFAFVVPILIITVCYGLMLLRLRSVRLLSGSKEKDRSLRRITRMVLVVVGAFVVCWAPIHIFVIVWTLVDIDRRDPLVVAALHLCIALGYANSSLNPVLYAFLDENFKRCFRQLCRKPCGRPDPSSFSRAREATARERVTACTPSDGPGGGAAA
OPRM1-OPRD1 ag: OPRM1-OPRD1 heterodimerization agonism; 340,000 compounds, 0.3% hits; activation, % at 9.3 µM; P35372+P41143; cells, luminescence; in the data active = activation above about 18%;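 also: 0% = vehicle-treated cells and 100% = reference agonist; values of inactives mirror those of a sister screen read the other way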
Ecoli viability: counter-screen for AddAB inhibitors: E. coli growth inhibition; inhibition, % at 11.9 µM; 330,000 compounds, 0.27% hits; E. coli V3065 growth, OD600 absorbance, 18 h;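 active = inhibition above the campaign's mean inhibition across all tested compounds plus 3 SD, cut at about 9.9% in these data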;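 also: uninfected addAB+ strain grown without phage in ampicillin broth; 0% = DMSO wells and 100% = ciprofloxacin 0.95 µg/ml wells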
HTR5A inv ctr: inverse agonist of human HTR5A in OPRM1-OPRD1 counter-screen. HTR5A cell line, luminescence, inverse agonism. inhibition, % at 9.3 µM. 340,000 compounds, 0.083% hits; in the data active = inhibition mostly above about 23%, no sharp cut-off; inactive = mostly below about 18%;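 also: 0% = cells with DMSO and 100% = no-cell wells with DMSO; some compounds called inactive have numbers as strong as hits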
PfHsp90 set2: inhibits growth of yeast expressing Plasmodium falciparum Hsp90. 310,000 compounds, 0.32% hits. inhibition, % at 9.4 µM. S. cerevisiae expressing PfHsp90, BacTiter-Glo ATP, 48 h; yeast lacking PDR1 and PDR3 efflux regulators;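 active = every replicate shows inhibition above about 80%, whatever the replicate mean, limit read from the data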;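 also: 0% = DMSO neutral controls and 100% = 20 µM radicicol positive controls; yeast relying on Plasmodium falciparum Hsp90 in place of its own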
Mot1-301 SUMO: inhibitors of SUMOylation pathway: yeast Mot1-301 growth rescue. AID 2716. S. cerevisiae Mot1-301 growth rescue, ATP luminescence, 38.5C; percent above DMSO median, 100 means doubled. growth rescue, % at 18.8 µM. 320,000 compounds, 1% hits;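 active = every valid replicate shows activation above 250% relative to neutral control wells; inactive = the rest, any valid replicate at or below 250%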;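 also: OY570 slx delta 5 strain wells were the positive control but not used for scaling; some compounds called inactive have numbers as strong as hits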
PKA-R1A act: activators of PKA-R1A complex | P00514+P68181 | AID 504707 | PKA-R1A dissociation, Cy5-IP20 fluorescence polarization; scaled: DMSO 0%, 113 µM cGMP 100% | activation, % at 11.4 µM | 340,000 compounds, 0.083% hits;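 active = percent activation above the mean of all tested compounds plus 3 SD, cut at about 19% in these data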;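 also: higher means more PKAc released from R1A so a rise in polarization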
Active calls of the source: *; . = not tested or not shown; & = joins results of further samples. No enrichment for hits; any-hit rate near 3.2%.

SMILES	phage Ecoli inh	AddAB inh	Pemphigus Ab inh	HTR5A ag	MOR-DOR inv ag	OPRM1-OPRD1 ag	Ecoli viability	HTR5A inv ctr	PfHsp90 set2	Mot1-301 SUMO	PKA-R1A act
Cc1cc(C)n(C(=O)c2cc3sccc3[nH]2)n1	0.1	4.4	100	3	-16	2.8	-0.8	4	4	53	-1
Cc1cccc(NC(=O)Cn2cnc(S(=O)(=O)N3CCCC3)c2)c1C	3.7	2.7	101	-5	17	-3.3	2.0	-9	4	20	-5
COc1ccccc1NC(=S)N1CCC(c2nc3ccccc3o2)CC1	3.2	1.7	81	-4	5	-0.8	-1.1	11	-5	-1	2
Brc1ccc(CNc2nc3ccccc3n2CCN2CCCCC2)cc1	0.5	3.6	.	.	.	.	1.0	.	22	-14	-6
O=C(CN(CCc1ccccc1)C(=O)c1csnn1)NC1CCCC1	3.4	-1.5	107	-1	18	-3.5	-2.0	-7	6	-17	-3
CNC(=S)N/N=C/c1ccccc1OCC(=O)O	1.2	-1.3	80	2	8	-1.5	-0.3	-4	2	284	8
COc1cc2cc3c(N)c(C(=O)NCc4ccco4)sc3nc2cc1OC	.	3.9	108	2	-8	2.0	0.9	8	20	2	-16
O=C(N/N=C/C=C/c1ccccc1)c1cc2c(ccc3ccccc32)o1	0.7	0.0	88	0	-20	3.6	-1.8	9	7	17	-4
O=C(CCC(=O)Nc1ccccc1Cl)NNC(=O)C1CCCCC1	0.6	1.6	90	-1	15	-2.9	0.7	5	-1	19	1
CCN(CC)CCOC(=O)c1c(C)oc2ccc(OC)cc12	0.6	1.1	104	-2	-16	2.7	-2.0	-3	-9	8	6
O=C(N/N=C/C=C\c1cccc([N+](=O)[O-])c1)c1cccnc1	-0.2	1.3	.	-4	6	-1.1	-2.8	-12	6	-11	2
COCC(C)NS(=O)(=O)c1ccc(C)cc1 (stereo unspecified)	1.4	2.0	95	1	3	-0.5	-0.4	-13	-10	0	4
COc1ccc(C(=O)NC(=S)NNC(=O)c2cnccn2)cc1OC	0.6	-0.6	118	4	11	-2.0	0.9	-7	-250	-16	-3
Cc1c(/C=N/n2cnnc2)c2ccccc2n1CCOc1ccccc1	0.2	1.0	101	3	-1	0.2	-2.3	-12	18	4	-2
COc1ccc(-c2ccc(=O)n(Cc3cc(=O)n4ccccc4n3)n2)cc1	1.6	1.6	96	3	-1	0.2	-2.1	14	-10	.	-10
COc1cc(C(=O)NCC(=O)N/N=C/c2ccccn2)cc(OC)c1OC	3.5	2.3	105	-3	-1	0.1	-0.6	8	1	-4	5
Cc1ccc(-c2noc(COc3ccccc3C)n2)cc1	2.3	3.1	107	-1	-38	6.8	-0.6	-14	2	.	0
CCOc1ccccc1NS(=O)(=O)c1cccs1	2.1	0.9	102	-2	12	-2.1	-0.2	-26	22	-15	-15
Cc1ccc(/C=N/NC(=O)c2n[nH]c3c2CCCC3)cc1	2.9	1.4	96	.	.	.	0.0	.	.	-8	.
CC(C)CCNC(=O)CSc1nc2ccccc2s1	5.2	1.0	99	1	6	-1.2	0.9	11	-5	-15	-2
Cc1ccc(NC(=O)C2CC(=O)n3c(nc4ccccc43)N2)cc1 (stereo unspecified)	1.9	0.6	103	4	2	-0.3	-3.6	7	12	5	-3
CC(C)NC(=S)Nc1ccc2nc3n(c(=O)c2c1)CCCCC3	3.4	2.8	108	-1	3	-0.5	4.3	-1	.	-11	-6
COc1ccc(CCn2c(C(C)C)nc3oc4ccccc4c(=O)c3c2=O)cc1	1.9	-0.3	112	-1	7	-1.4	-0.2	-1	4	21	-7
CC1(C)CCC/C(=C\c2ccccc2)C1=O	0.2	2.7	104	1	9	-1.5	1.5	-4	2	19	-1
Cc1cccc(-n2c(C)nc3cc(C(=O)NCC4CCCO4)ccc32)c1 (stereo unspecified)	0.3	3.2	106	0	12	-2.4	0.8	-1	8	-7	4
CCc1c(C)nc2ncnn2c1Nc1ccccc1C	1.1	.	107	6	2	-0.5	.	-8	-26	120	3
CC(C)(C)SCCNC(=O)CN(c1ccccc1)S(=O)(=O)c1ccccc1	5.6	1.8	101	-1	-3	0.7	3.5	-3	-43	6	15
Cc1ccc(S(=O)(=O)N(C)C)cc1NC(=O)COC(=O)C1(c2ccccc2)CC1	4.3	0.2	97	1	1	-0.2	0.3	-4	.	268	-4
Cc1cc(/C=C2/NC(=O)N(c3ccccc3)C2=O)c(C)n1-c1cccnc1	4.6	1.3	101	-2	4	-0.8	-3.7	5	1	-4	1
FC(F)(F)c1ccc(-c2cccc3c2C2CC3CCN2)cc1 (stereo unspecified)	2.0	.	106	2	-3	0.6	.	-7	-8	.	-6
O=C(O)Cc1csc2ccccc12	4.0	0.0	95	4	9	-1.6	1.0	-16	-18	-5	3
COc1ccc(NS(=O)(=O)c2ccc(NC(=S)NC(=O)c3ccc(F)cc3)cc2)nn1	1.6	5.2	98	8	0	-0.1	4.3	0	-24	13	-4
COc1ccccc1C(=O)NNC(=O)c1cccc(C)c1	0.1	-0.2	113	1	16	-3.0	1.6	-2	-14	4	4
C=CCNC(=S)NNC(=O)c1cccn(Cc2ccc(Cl)cc2)c1=O	1.4	2.2	95	1	11	-2.5	-2.5	-2	-15	11	-8
O=C(COc1ccc(Br)cc1)Nc1ccc(S(=O)(=O)Nc2ccccn2)cc1	0.1	2.4	.	3	4	-0.7	5.0	-5	0	3	-8
CSc1ccccc1C(=O)OCC(=O)N1CCN(C(C)=O)CC1	0.1	1.7	105	1	13	-3.4	1.4	-19	8	20	4
Cc1ccc(S(=O)(=O)N2CCCCC2)cc1NS(=O)(=O)c1ccc(Cl)c(C(=O)O)c1	2.0	.	108	3	16	-3.2	.	14	-37	.	-3
Cc1cccc(-n2cc(CN3CCN(C(=O)c4ncn[nH]4)CC3)c(-c3cccc(F)c3)n2)c1	4.3	-0.8	.	4	2	-0.5	0.4	31	16	205	-6
Cc1ccc2cc3c(nc2c1)N(c1ccccc1)CC3	1.8	2.9	102	1	-5	1.0	2.3	-3	-9	-13	-2
Cc1cc(C(=O)Nc2cccc3ccccc23)c(C)o1	-0.3	1.1	.	3	-8	1.1	-2.5	-9	1	-11	-13
CCOC(=O)CSc1nc2c(c(=O)n1-c1ccc(OC)cc1)SCC2	2.7	0.8	99	6	9	-1.5	-0.3	-17	8	3	-7
CCCCN(Cc1cccs1)S(=O)(=O)c1ccc(-c2ccc(=O)[nH]n2)s1	-0.7	0.3	.	-5	-12	2.4	-1.1	-6	0	58	-4
Cc1nn(CC(=O)Nc2ccc3nc4n(c(=O)c3c2)CCCC4)c(C)c1[N+](=O)[O-]	-1.3	0.7	.	-3	8	-1.4	-0.9	7	-5	-5	-1
O=C(CCNS(=O)(=O)c1ccccc1C(F)(F)F)NNC(=O)C1COc2ccccc2O1 (stereo unspecified)	3.2	-0.9	112	6	4	-0.8	0.6	-15	27	-7	-4
Cc1ccccc1NS(=O)(=O)CCCCC(Cl)(Cl)Cl	3.5	2.4	104	2	-39	6.9	-1.1	-6	19	-15	-5
CC(C)OC(=O)/C(=C\c1cccc2ccccc12)NC(=O)c1ccccc1	2.9	0.9	158	1	1	-0.3	-1.6	27	0	-16	-5
Cc1ccc2nc(SCC(=O)NCc3ccccc3)nc(=O)n2c1	2.6	0.4	103	-3	0	0.1	-0.6	9	12	-10	-4
Cc1ccc(S(=O)(=O)N2CCCCC2)cc1NC(=O)Cn1ccsc1=N	4.3	-1.3	109	-3	5	-0.9	-2.4	21	0	-10	-12
CC1(C)CC(=O)c2ccc(O)cc2O1	3.0	2.2	104	5	14	-2.6	3.9	-14	-35	-2	-4
COc1ccc(CC(=O)Nc2ccc(-c3noc(COc4ccccc4C)n3)cc2)cc1	3.7	4.5	.	1	-13	3.1	-1.1	-2	11	-12	3
O=C(CCc1nc(-c2ccccc2Cl)no1)NC1CCCC1	1.4	0.6	101	-9	22	-4.2	0.1	22	9	-1	-10
COCCNCC#CCOc1ccc(OC)cc1	-0.6	-0.4	100	3	14	-2.3	0.7	6	-9	-21	1
CC(C)C(C)(C#N)NC(=O)CSc1nnc(-c2ccncc2)n1Cc1ccccc1 (stereo unspecified)	0.8	2.3	.	-1	9	-1.5	-0.2	0	19	18	-7
Cc1ccccc1NC(=S)C1=C(O)c2sccc2N(C)S1(=O)=O	-0.5	1.7	108	7	8	-1.4	2.8	-14	-4	14	-1
COCCNc1nc2c(c(=O)n(Cc3ccc(OC)cc3)c(=O)n2C)n1C	1.2	0.5	106	1	9	-2.0	0.2	10	.	5	-5
O=C(NC(=S)Nc1ccccc1N1CCOCC1)c1ccc([N+](=O)[O-])cc1	2.7	0.9	105	8	-13	2.3	-1.0	-26	-22	-2	0
COCCCN1C(=O)C(=O)/C(=C(/O)c2ccc3c(c2)CC(C)O3)C1c1cccnc1 (stereo unspecified)	4.0	0.2	103	-3	-2	0.3	0.8	6	-52	-17&6	2
O=C(CC1CCCC1)NCCS(=O)(=O)N1CCN(c2ccccc2F)CC1	5.7	-1.9	95	0	-2	0.3	1.9	-22	-26	2	0
COc1ccccc1OCCNC(=O)c1ccccc1C	0.1	0.3	95	9	-2	0.3	1.3	0	-4	-6	-7
O=C(Nc1nnc(CCc2ccccc2)s1)c1ccccc1F	0.3	3.9	95	-4	15	-3.1	-1.3	-8	25	-15	-7

(continued)
SMILES	phage Ecoli inh	AddAB inh	Pemphigus Ab inh	HTR5A ag	MOR-DOR inv ag	OPRM1-OPRD1 ag	Ecoli viability	HTR5A inv ctr	PfHsp90 set2	Mot1-301 SUMO	PKA-R1A act
O=C(CN1CCN(c2ccccc2)CC1)Nc1ccc(OCc2ccccc2)cc1	.	1.1	.	-1	-37	6.1	1.0	11	-68	6	-6
COCc1cc(=O)n2[nH]cc(-c3ccccc3)c2n1	-2.8	3.0	114	1	15	-3.0	-0.3	-5	5	150	-5
O=C(CN(Cc1ccc(F)cc1)C(=O)CCC(=O)Nc1nccs1)NCC1CCCO1 (stereo unspecified)	-0.5	2.0	105	6	13	-2.4	0.9	-17	-12	-2	4
O=C(NCc1cccc2[nH]ccc12)C1CCC(=O)N(CCc2ccc(Cl)cc2)C1 (stereo unspecified)	1.8	3.4	105	1	13	-2.5	2.2	1	-11	-19	2
CC1CCCCN1C(=S)NCCc1ccccc1 (stereo unspecified)	3.0	0.8	105	3	6	-1.1	-1.8	20	-14	2	3
C/C(=N/NC(=O)CCc1ccccc1)c1ccco1	5.3	4.2	87	-1	15	-3.2	-1.3	-31	1	-13	-10
CCCN(CCC)Cc1c(C(=O)N/N=C/c2ccco2)nnn1-c1nonc1N	4.5	3.0	.	3	-7	1.2	0.0	-2	-10	41	3
CC(=O)N1CCc2cc(Br)cc(S(=O)(=O)N3CCC(C(=O)O)CC3)c21	0.3	0.4	103	-1	7	-1.4	-2.2	15	4	-1	3

Assay outcomes as filed in PubChem BioAssay.
